# Source: PubChem BioAssay (several laboratories)
# aDG glyco act: activators of alpha-DG glycosylation, primary screen, uHTS, Pro5-aDG cells, AlphaScreen; alpha-DG glycosylation AlphaScreen (IIH6); 0% Pro5, 100% B10-LARGE cell signal; activation, % at 10 µM; 0.22% of 360,000 active; AID 624168, 2012;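 active = activation of at least 8% versus controls, or a plate z-score of at least 8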;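 also: Pro5 are CHO cells carrying HIG-tagged alpha-DG that lacks glycosylation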
# CF NFkB inh: inhibitors of PAF-induced NF-kB signaling, primary screen, cell-based, GFP fluorescence, uHTS. KKLEB NF-kB-GFP reporter, GFP fluorescence overnight. inhibition, % at 5 µM. 0.86% of 360,000 active. AID 588850, 2011;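 active = at least 50% inhibition at 5 µM, scaled per plate between neutral and stimulator controls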;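 also: PAF is a Pseudomonas aeruginosa culture filtrate used as stimulus; plate controls were PAF-stimulated DMSO wells for no effect and unstimulated DMSO wells for full effect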
# Peg3 promoter: Peg3 promoter-driven luciferase inhibitors, primary screen, cell-based, HeLa, luciferase luminescence | HeLa PEG-Prom luciferase reporter, overnight | inhibition, % at 20 µM | 1.7% of 360,000 active;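 active = inhibition of at least 50% at 20 µM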
# HIF-2a inh: HIF-2a reporter inhibitors, primary screen, luminescence, 786-0 RCC cells; 786-0 RCC cells HIF-2a reporter, luciferase luminescence, overnight; inhibition, % at 18.8 µM; 0.72% of 360,000 active; AID 624352, 2012;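 active = inhibition of the luminescence signal of 40% or more relative to plate controls, in a single-dose primary screen at 18.75 µM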
# Shn3 3UTR inh: reduction of Shn3 3'UTR firefly luciferase signal, primary screen, Schnurri-3 inhibitor project, cell-based, Clone20 osteoblasts, set 2; Clone20 osteoblast Shn3 3'UTR firefly luciferase, 24 h; inhibition, % at 12.5 µM; 0.52% of 360,000 active;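 active = mean inhibition of at least 75% with every replicate also reaching 75%; inconclusive = mean inhibition at least 75% but some replicate below; inactive = mean inhibition below 75%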;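 also: 0% = median of neutral control wells and 100% = pilot-screen positive control compound; some compounds past the cut are filed as inactive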
# TRPM1 prom inh: inhibitors of MITF-dependent TRPM1 promoter reporter, primary screen, cell-based, SK-MEL-5, single point, luciferase; 0.83% of 330,000 active; inhibition, % at 12.5 µM; SK-MEL-5 TRPM1 promoter luciferase, 24 h;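 active = mean inhibition across replicates of 60% or more, whatever share of single replicates reaches that level; inconclusive = some that reach 60%, reason not given; inactive = mean inhibition across replicates below 60%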; also: values of inactives mirror those of a sister screen read the other way
# iPSC survival up: enhancers of single-cell hiPSC survival, primary screen, ATPlite luminescence; survival enhancement, % at 20 µM; 0.044% of 360,000 active; 100% = ROCK inhibitor wells, 0% = DMSO; in the data active = survival enhancement above about 18%;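 also: cells exposed to compounds for 16 hours before the ATP read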
# KKLEB tox: cytotoxicity in KKLEB CF airway cells, primary screen, cytotoxicity control for CF NF-kB inhibitor project, cell-based, uHTS, fluorescence assay plates; KKLEB CF airway cells viability, ATPlite luminescence, overnight; active compounds read low; cells stimulated with P. aeruginosa culture filtrate; activity change (cytotoxicity), % at 5 µM; 0.36% of 360,000 active;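 active = corrected activity change at or below -50% at 5 µM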
# NR2E3 ag-1: inhibitors of NR2E3-RetCOR corepressor binding, primary screen, NR2E3 agonist project, biochemical, TR-FRET, GST-NR2E3, biotin-RetCOR; 1536-well; Photoreceptor-specific nuclear receptor (Homo sapiens), Q9Y5X4; AID 2300, 2010; 0.12% of 320,000 active; inhibition of corepressor binding, % at 4.78 µM;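 active = percent inhibition above the cutoff of mean plus 3 SD of all tested compounds, set per screening campaign, cut at about 20% in these data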;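 also: 0% = DMSO wells and 100% = biotin wells as full block of FRET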
# Target sequence (Q9Y5X4 whole entry, looked up): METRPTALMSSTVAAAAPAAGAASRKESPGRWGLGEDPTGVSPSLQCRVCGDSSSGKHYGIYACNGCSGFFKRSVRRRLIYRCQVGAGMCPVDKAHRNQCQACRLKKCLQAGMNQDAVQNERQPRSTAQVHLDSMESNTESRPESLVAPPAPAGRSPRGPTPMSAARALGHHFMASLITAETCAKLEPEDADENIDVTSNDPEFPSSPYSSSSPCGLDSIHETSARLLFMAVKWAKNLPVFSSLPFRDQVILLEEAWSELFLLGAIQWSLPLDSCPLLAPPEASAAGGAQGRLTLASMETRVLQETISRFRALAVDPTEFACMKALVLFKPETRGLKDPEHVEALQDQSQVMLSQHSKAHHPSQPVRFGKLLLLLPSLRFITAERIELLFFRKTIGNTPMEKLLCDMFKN
#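 Material – GST-tagged NR2E3 plus biotinylated RetCOR corepressor · Quantity – NR2E3 fusion 1.35 nM · Times – 5 h incubation at 4 °C · Medium – pH 7.5 Tris-based buffer · Technique – TR-FRET, Eu(K)-anti-GST donor, streptavidin-D2 acceptor, ex 340, em 617/671 nm · Benchmarks – high control biotin, low control 0.6% DMSO · Format – 1536-well plates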
# NR2E3 ag-2: NR2E3 agonists in two-hybrid cells, primary screen, cell-based, luminescence, CHO-S, Gal4-NCOR/VP16-NR2E3; Photoreceptor-specific nuclear receptor (Homo sapiens), Q9Y5X4; AID 602229, 2012; luciferase; inhibition of corepressor binding, % at 3.98 µM; 0.35% of 360,000 active;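 active = inhibition above the mean of all tested compounds plus 3 SD, cut at about 70% in these data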;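 also: 0% = DMSO with NR2E3 transfected cells and 100% = cells lacking NR2E3 construct; higher means lower luciferase signal from less NR2E3 corepressor binding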
# TWEAK-Fn14 inh: inhibitors of TWEAK-Fn14 signaling, primary screen, luciferase reporter cells, uHTS | TWEAK-stimulated Fn14 reporter cells, luciferase luminescence, 8 h | inhibition, % at 10 µM | 2% of 360,000 active; in the data active = inhibition above about 50%
# Starred values were filed as active, the others as inactive; u = inconclusive; x = no result given.
no.	SMILES	aDG glyco act	CF NFkB inh	Peg3 promoter	HIF-2a inh	Shn3 3UTR inh	TRPM1 prom inh	iPSC survival up	KKLEB tox	NR2E3 ag-1	NR2E3 ag-2	TWEAK-Fn14 inh
1	COc1ccc(NC(=O)CSc2nnc(-c3cccc(O)c3)o2)cc1	0.0	-20	-204	-136	-6	-19	-0.5	-4	1	-5	4
2	Cc1cccc(OCc2nnc(NC(=O)Cc3cccs3)s2)c1	0.0	38	8	22	-12	-2	0.6	-36	3	-7	-32
3	CC(C)C(=O)Nc1cccc(-c2nc3ncccc3o2)c1	0.0	-18	-40	-25	-18	-4	2.2	9	3	-8	0
4	CC1=Nc2cccc3cccc(c23)N1	-0.3	-45	10	-11	-12	2	1.0	-5	-3	-19	2
5	COC(=O)c1ccc(=O)n(Cc2ccco2)c1	-0.3	-5	2	5	4	1	9.2	6	2	-17	-15
6	Cc1ccn2c(C(=O)c3ccc(Cl)cc3)cnc2c1	0.2	12	-164	-114	-4	-84	-1.7	-25	0	-103	45
7	Cc1cc(NC(=O)c2cc(-c3ccco3)on2)no1	-0.2	19	18	-45	-26	-6	-2.4	-15	-1	-29	-53
8	N#Cc1c(-c2ccccc2)ccn(Cc2ccccc2Cl)c1=O	-0.3	8	1	22	8	9	0.0	-31	0	2	1
9	Cc1cc(C(=O)Nc2cccc3c2O[C@H](CN(C)CC2CC2)[C@@H](C)CN([C@H](C)CO)C3=O)n(C)n1	-0.2	-6	3	17	11	2	-0.5	1	x	-2	12
10	Cc1ccc(-c2cc(C(=O)Nc3ccc(S(=O)(=O)Nc4nccs4)cc3)c3ccccc3n2)c(C)c1	-0.1	-23	16	17	2	2	-2.3	29	-2	2	38
11	CCOc1ccc(C2CC(c3cccc(C)c3)n3ncnc3N2)cc1 (centres undefined)	-0.1	2	-2	-4	15	x	-0.9	9	-2	-11	-1
12	O=C(Nc1ccc(N2CCCCC2)cc1)c1cc(S(=O)(=O)N2CCOCC2)ccc1F	0.7	25	-3	-6	8	-5	0.6	-6	3	-27	-3
13	C=CCOc1ccc(CN(C)CC(=O)Nc2ccc3c(c2)CCC3)cc1	1.0	9	9	0	17	9	-2.2	-1	1	13	-8
14	CCN(C(=O)COC(=O)c1nc(Cl)ccc1Cl)C1CCS(=O)(=O)C1 (centres undefined)	0.2	10	2	1	5	0	-0.5	2	-4	-5	18
15	COc1cccc(-n2nnc3c(=O)n(CC(=O)OCc4ccccc4)cnc32)c1	0.0	-8	6	-7	-2	-6	-1.0	1	-2	7	-15
16	O=C(CN1C(=O)C(=O)c2ccccc21)c1ccccc1	0.6	11	14	15	-15	4	0.2	-4	3	-16	14
17	CN(C)C(CNC(=O)Cc1cccc(C(F)(F)F)c1)c1ccco1 (centres undefined)	-0.1	1	18	9	16	7	-0.4	5	-5	-23	27
18	Cc1ccc(OCCn2c(Br)nc3c2c(=O)n(C)c(=O)n3C)cc1	0.7	6	8	11	35	2	0.0	-23	4	-7	7
19	CN(Cc1c(F)cccc1Cl)C(=O)CNC(=O)c1sc2ccccc2c1Cl	0.2	-21	-187	-233	-34	-51	-0.3	16	6	6	-15
20	Cc1c(Cc2ccccc2)c(=O)oc2cc(OCC(N)=O)ccc12	-0.1	-16	12	-20	24	-1	-0.9	3	2	-22	14
21	NS(=O)(=O)c1ccc(CCNC(=O)CSc2nc3ccccc3c(=O)n2CC2CCCO2)cc1 (centres undefined)	-0.2	5	1	11	22	-3	-0.3	-21	0	-10	14
22	COc1ccccc1C(=O)NCCC(=O)NC1CCCC(C)C1C (centres undefined)	0.5	2	10	8	17	3	-0.4	-8	-2	-11	0
23	CCN1CCN(c2ccc(S(=O)(=O)N3CCOCC3)cc2NC(=O)/C=C/c2ccc(C)cc2)CC1	0.5	-18	-4	4	-1	-20	-0.5	24	-1	-17	-13
24	COc1ccc(-n2nc3c(N4CCC(C(=O)N5CCC(C)CC5)CC4)nnc(C)c3c2C)cc1	0.3	-38	25	14	27	1	-0.4	-2	-2	-7	-16
25	Cc1nc(SCc2ccc(C(=O)O)cc2)nc2c1CCCC2	0.0	0	15	82*	13	2	-1.1	0	7	37	34
26	Cc1sc(NC(=O)/C=C/c2ccco2)c(C(=O)O)c1C	0.0	16	-134	-140	-39	-37	-0.6	1	-3	-42	-14
27	O=C(NC1CCN(Cc2ccc(F)cc2)CC1)c1ccccc1	0.1	-2	13	10	9	8	0.5	-17	-2	-12	5
28	CCn1nc(C)c(CN2CCCC(CO)(Cc3ccccc3)C2)c1C (centres undefined)	0.0	-1	15	14	17	-6	0.2	-2	3	11	-12
29	CCCN(C(=O)C1CCCN(c2ncnc3c2nc2n3CCCCC2)C1)c1ccc(F)cc1 (centres undefined)	0.4	8	45	14	35	12	-0.5	-22	-5	-23	-2
30	Cc1ccccc1C(=O)NNC(=O)CSc1nnc(-c2ccncc2)n1-c1ccccc1	0.0	-6	7	22	-23	4	-1.0	2	-1	-19	-7
31	CCOC(=O)N1CCN(C(=O)CS(=O)(=O)Cc2nc(-c3ccccc3F)oc2C)CC1	0.1	11	-9	1	u	7	-0.2	0	1	14	-20
32	COc1ccc(S(=O)(=O)NCc2ccccn2)cc1NC(=O)c1ccccc1C	0.4	1	-26	4	0	37	0.0	8	-2	19	14
33	COc1cc(/C=C/C(=O)Nc2ccc3[nH]c(=O)[nH]c3c2)cc(OC)c1OC	-0.1	-7	-6	6	-14	4	-0.3	0	3	-1	-10
34	CCCCc1nnc(NC(=O)C2CC(=O)N(c3ccc(C)cc3)C2)s1 (centres undefined)	-0.1	-8	0	15	7	6	-0.5	7	2	5	3
35	Cc1ccc(NC(=O)NNC(=O)C2CC(c3cccs3)=NO2)cc1 (centres undefined)	-0.1	-16	5	13	7	-7	-0.4	2	0	-23	-5
36	O=C(CCc1ccccc1)NCCC1=CCCCC1	-0.1	-9	-151	-158	-48	-50	-2.8	7	1	-48	-3
37	CCOc1ccc(NCc2cc3c(C(C)(C)C)nn(-c4ccccc4)c3[nH]c2=O)cc1	-0.1	55*	-1	14	-23	21	-1.5	32	3	3	34
38	CCOC(=O)Nc1cccc(OCC(=O)Nc2ccccc2OC)c1	1.3	2	-6	-12	-12	-6	0.7	6	2	-10	-14
39	C[C@@H]1CN([C@@H](C)CO)C(=O)CCCn2nncc2CO[C@@H]1CN(C)C(=O)c1ccccc1	-0.1	-5	10	5	3	x	-1.6	5	x	-11	-25
40	O=C(NC(=S)N1CCN(Cc2ccccc2)CC1)c1ccco1	0.0	19	25	14	-2	4	3.5	-8	3	12	1
41	COc1ccc(/C=C2/SC(=O)N(CCC(=O)Nc3ccc(S(=O)(=O)Nc4nccs4)cc3)C2=O)cc1	-0.2	-4	-173	-112	1	-27	-0.3	2	6	-7	-19
42	CC(=O)NC(c1cccc(F)c1)c1nc(-c2ccccc2C)cs1 (centres undefined)	-0.3	14	5	-21	2	x	-1.4	-8	x	-4	-22
43	CN(C)S(=O)(=O)c1ccc(Oc2ccc(S(=O)(=O)N(C)C)cc2)cc1	0.0	11	20	1	85	15	-0.7	3	2	57	6
44	N=c1oc2ccccc2cc1C(=O)N/N=C/c1ccccc1	0.0	16	-117	-122	-53	-1	-0.4	-1	0	-14	-20
45	CCC(C)SCc1nc2ccccc2[nH]1 (centres undefined)	0.0	2	-40	-65	6	-12	-2.5	2	-3	-1	-16
46	COc1ccccc1CNC(=O)COC(=O)c1cc(=O)[nH]c2ccccc12	0.2	-15	16	-5	-3	5	-0.5	10	4	26	-1
47	O=C1C(Cl)=C(NCc2cccnc2)C(=O)c2ccccc21	2.9*	37	2	14	-9	98*	-0.3	-6	-2	-48	6
48	Cc1ccc(S(=O)(=O)N(c2ccccc2)C2CCS(=O)(=O)C2)cc1 (centres undefined)	0.2	13	15	9	18	-7	6.8	-4	3	-6	6
49	CCCCNC(=S)NNC(=O)c1cccnc1	0.0	-5	14	12	12	5	-2.2	-3	-5	-13	-4
50	Cn1cnc([N+](=O)[O-])c1Oc1ccccc1	0.5	22	16	3	-24	-3	-1.7	12	-4	6	15
51	COc1ccccc1C(=O)N/N=C/c1c[nH]c2ccccc12	0.1	0	-51	-82	-34	18	1.3	-3	0	-20	-6
52	CCOc1cc(/C=N/O)ccc1OCc1ccc(C)cc1	0.0	7	-119	-150	-58	-54	0.7	-16	1	-43	-9
53	COCCNC(=O)c1cnn2c(C(F)(F)F)cc(-c3ccc(C)cc3)nc12	0.0	-40	0	17	-6	8	2.3	16	3	-7	-11
54	CC(C)C(=O)Nc1ccc(C(=O)NN2C(=O)c3ccccc3C2=O)cc1	0.2	6	-5	13	-46	8	-2.0	9	0	-21	-1
55	CCCCc1nc2sc3c(=O)[nH]c(=S)[nH]c3c2c2c1CCC2	-0.2	4	-6	11	-3	-1	-0.1	2	x	-22	-3
56	CCOC(=O)CCCNS(=O)(=O)c1c(C)ccc2nsnc12	0.0	-9	11	18	2	2	1.9	6	-2	-8	-1
57	O=C1CC(C(=O)Nc2ccc(Cl)cc2)S/C(=N\N=C\c2ccco2)N1 (centres undefined)	0.2	8	4	15	10	-1	0.2	-4	-1	1	-15
58	CC(C)CN(CC(C)C)C(=O)c1cccc(S(=O)(=O)N2CCc3ccccc32)c1	0.2	7	20	11	35	15	0.6	1	7	-12	11
59	COc1ccc(CC2(CO)CCN(S(=O)(=O)c3c(C)nn(C)c3C)CC2)cc1	0.3	-15	2	15	4	-26	-0.1	7	-5	20	10
60	CC(=O)Nc1ccccc1OCC(=O)NCC(F)(F)F	-0.3	3	6	9	-3	-7	2.9	17	2	-6	12
61	OCC[C@H]1C[C@@H](O)[C@H](O)[C@@]2(Cc3ccccc3CCO2)O1	-0.1	-15	0	-4	71	-3	5.4	-16	5	0	11
62	Cc1ccc(NC(=O)Cc2ccc(Cl)cc2)cc1S(=O)(=O)N1CCCCCC1	0.6	5	30	16	38	19	-0.2	3	1	16	49
